High-throughput results (PubChem)
LAP4-GFP MLPCN – yeast TOR pathway LAP4-GFP modulation | S. cerevisiae LAP4-GFP multiplex, flow cytometry GFP, 3 h; median GFP as percent of DMSO wells | GFP response vs DMSO, % at 10 µM | AID 2023 | hit rate 0.34% among 320,000;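 active = GFP response vs DMSO above a set limit, about the screen mean plus 3 SD, cut at about 150% in these data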
ZTA DNA inh – counter-screen for EBNA-1 inhibitors: inhibitors of Epstein-Barr virus ZTA. P03206. hit rate 0.15% among 320,000. AID 2234. inhibition, % at 11 µM. ZTA-DNA binding, fluorescence polarization; in the data active = inhibition above about 33%
proCasp3 act – activates human procaspase-3; P42574; hit rate 0.11% among 330,000; AID 463141; recombinant procaspase-3 D3A, Ac-DEVD-pNA absorbance 405 nm; activation, % at 8.5 µM;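 active = activation above the mean of all tested compounds plus 3 SD, cut at about 21% in these data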;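 also: 0% = DMSO alone and 100% = DMSO wells spiked with extra 5 µM PC-3 D3A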
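Evaluation: percent activation relative to control range; Material: Procaspase-3 D3A mutant, all three cleavage aspartates alanine; Compound: single dose, 8.5 µM nominal compound, 0.8% DMSO; Replication: one well per compound; Signal: absorbance at 405 nm, 0 and 120 min; Schedule: 1 h preincubation plus 2 h reaction at 25 °C.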
EBNA-1 inh – blocks EBNA-1 binding to DNA; EBNA-1 DNA binding, fluorescence polarization; inhibition, % at 14.8 µM; hit rate 0.34% among 300,000; AID 1950; in the data active = inhibition above about 28%
AHR activator – activates the human aryl hydrocarbon receptor; P35869; AHR-responsive luciferase reporter cells, luminescence; activation, % at 5 µM; hit rate 2.5% among 320,000; in the data active = activation above about 47%;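 also: 0% = vehicle wells and 100% = reference agonist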
MEP2 TOR yeast – alters MEP2-GFP fluorescence in TOR pathway yeast screen. S. cerevisiae MEP2-GFP strain, flow cytometry GFP, 3 h; 100% = DMSO control level. GFP response vs DMSO, % at 10 µM. hit rate 0.51% among 330,000. AID 2016;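 active = GFP response versus DMSO above a set limit, roughly screen mean plus 3 SD, cut at about 180% in these data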;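 also: median GFP fluorescence of the barcode-gated MEP2-GFP cells per well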
procasp7 counter – counter-screen: procaspase-7 (human) activation | P55210 | recombinant procaspase-7, Ac-DEVD-pNA absorbance 405 nm; D23A/D198A/D206A triple mutant, cannot self-cleave; scale: DMSO 0, 5 µM enzyme 100 | activation, % at 8.5 µM | hit rate 0.093% among 330,000 | AID 463210;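 active = percent activation above the screen-wide mean plus 3 SD, cut at about 25% in these data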
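Assay system: Uncleavable procaspase-7 mutant enzyme | Input: 2 µM procaspase-7 mutant as dispensed | Timing: 1 h compound preincubation, 2 h substrate cleavage, 25 °C | Repeats: One well per compound | Control set: DMSO wells as 0%, DMSO with 5 µM added PC-7 as 100% | Technique: Epi-absorbance of released pNA at 405 nm, two timepoints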
RPL19A-GFP yeast – alters RPL19A-GFP fluorescence in TOR pathway yeast screen. S. cerevisiae RPL19A-GFP strain, flow cytometry, 3 h; active compounds read low. percent response vs DMSO, % at 10 µM. hit rate 0.3% among 330,000. AID 2025;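 active = percent response vs DMSO below 50%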;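 also: median channel GFP fluorescence of the barcoded RPL19A-GFP strain; ratio of sample median GFP to plate DMSO average so 100% = DMSO; lower means less RPL19A-GFP as with rapamycin TOR inhibition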
The depositor's hits bear a star; nt = not tested or not shown; [ ] = dose if it differs, or a comment.

SMILES	LAP4-GFP MLPCN	ZTA DNA inh	proCasp3 act	EBNA-1 inh	AHR activator	MEP2 TOR yeast	procasp7 counter	RPL19A-GFP yeast
S=C(NCc1ccc(Cl)cc1Cl)Nc1ccccc1	108	3	2	3	0	100	-2	99
CC1CCCCC1NC(=O)CCNC(=O)N1CC(=O)Nc2ccccc21 (stereo unspecified)	102	8	13	10	-1	111	6	109
CCC1C/C(=C/c2cccs2)C(=O)/C(=C/c2cccs2)C1 (stereo unspecified)	105	-2	0	3	36	104	-25	109
Cc1ccc(SC(C)C(=O)N2CCCC2)cc1 (stereo unspecified)	100	-7	3	2	-1	96	2	97
COc1ccc(NC(=O)C/C(C)=N/NC(=O)c2cnccn2)cc1	99	0	4	4	11	103	-4	105
CSc1ccccc1NC(=O)c1cnc2sc(C)cn2c1=O	125	8	16	-1	17	107	7	100
COc1ccccc1C(=O)NCCC(=O)N1CC(=O)Nc2ccccc21	106	0	4	-1	17	101	10	102
CCCN(CCC)CCCNC(=O)c1cn(-c2ccc(OC)cc2)c(=O)c2ccccc12	98	-2	-10	-17	0	113	-1	99
COc1ccc(OC)c(CNc2ccc3c(c2)nc(C)n3C)c1	84	12	-4	-1	22	108	4	108
CCOCCc1nnc(NC(=O)c2cc(OC)c(OC)cc2[N+](=O)[O-])s1	94	-4	5	-2	0	85	3	95
Cc1nc(CC(=O)c2ccc(O)c(C)c2O)cs1	103	13	6	0	1	110	-2	116
COc1ccc(N2CCN(c3ncnc4c3nnn4Cc3ccccc3Cl)CC2)cc1	106	4	2	4	0	122	9	104
Cc1ccc(C(=O)N/C(=C\c2ccc(Cl)cc2)C(=O)NCCCN2CCOCC2)cc1	75	15	8	1	-2	106	6	101
CCOc1ccc(/C=C2\SC(=S)N(N3C(=O)C4CC4C3=O)C2=O)cc1 (stereo unspecified)	101	-18	-9	-7	0	110	-25	96
O=c1c2ccccc2nnn1CSc1ncnc2ccccc12	118	5	-6	-2	10	108	9	99

Part of the list above, showing only EBNA-1 inh and proCasp3 act:
Compound	EBNA-1 inh	proCasp3 act
CCOc1ccc(/C=C2\SC(=S)N(N3C(=O)C4CC4C3=O)C2=O)cc1 (stereo unspecified)	-7	-9
CSc1ccccc1NC(=O)c1cnc2sc(C)cn2c1=O	-1	16

Continuation:
SMILES	LAP4-GFP MLPCN	ZTA DNA inh	proCasp3 act	EBNA-1 inh	AHR activator	MEP2 TOR yeast	procasp7 counter	RPL19A-GFP yeast
Cc1sc2nc(SCC(=O)NCCCO)n(-c3ccccc3)c(=O)c2c1C	95	6	1	2	-3	105	15	105
CCOc1ccccc1C(=O)Oc1cc(C)[nH]c(=O)c1[N+](=O)[O-]	103	6	8	16	-1	100	-1	99
O=C(Nc1nnc(C2=COCCO2)o1)c1cccc([N+](=O)[O-])c1	84	2	2	9	2	98	-10	98
CNC(=S)NNC(=O)c1ccc(N(C)C)cc1	107	-10	8	0	2	101	7	101
COc1ccccc1CNCc1cccs1	103	19	3	5	3	101	3	101
CCN1CCN(c2nc(Nc3cccc(OC)c3)nc(N)c2[N+](=O)[O-])CC1	86	0	11	7	19	109	4	107
Cc1ccccc1C(=O)OCCN(C)Cc1ccccc1	91	-21	3	4	-5	104	-1	106
O=C(Nc1cccc(OCC(=O)N2CCOCC2)c1)C1CCCCC1	99	-9	-1	-9	1	100	3	104
Cc1c(NC(=O)CSc2nccn2C)c(=O)n(-c2ccccc2)n1C	103	-15	-3	-8	-1	106	1	99
CC(C)(C)OC(=O)NCCc1nnc(S(=O)(=O)Cc2ccc(Cl)cc2Cl)o1	111	-13	-18	3	9	108	-18	107
Cc1cc2nc3n(c2cc1C)CC1CC(C(=O)NCC2CC2)N(C)C31 (stereo unspecified)	97	-8	0	9	0	105	-1	100
COc1cc(/C=C/C(=O)Nc2cc(C(F)(F)F)ccc2Cl)cc(OC)c1OC	106	-25	-9	-3	4	110	2	102
N#CC1CCN(c2ncccc2[N+](=O)[O-])CC1	94	2	8	-7	2	89	-6	92
COc1ccc(/C=C/C(=O)Oc2ccc(/C=N\NC(=O)c3ccc(F)cc3)cc2)cc1	100	-5	-3	2	2	106	-9	97
Cc1cccc(NC(=O)C2CCCN(C(=O)Nc3ccc(F)cc3)C2)c1C (stereo unspecified)	101	6	2	10	-3	101	9	104
CC(C)CC(C(=O)NC1CCCCC1)N(Cc1ccccc1)C(=O)c1snc(C(N)=O)c1N (stereo unspecified)	90	-15	1	-14	3	103	-13	103
Cc1cc(C)c2nc(NCc3ccccc3O)sc2c1	105	13	1	21	2	106	-5	100
O=C(NC(Cc1ccccc1)C(=O)N1CCN(S(=O)(=O)c2ccccc2)CC1)c1ccccc1 (stereo unspecified)	80	-10	-2	-3	3	92	-6	93
COc1ccc(NC(=O)COC(=O)C2CCC2)cc1Cl	96[may fluoresce green]	-6	-8	-8	1	103[may fluoresce green]	4	104[may fluoresce green]
O=C(NN=C1CCCC1)c1ccccc1OCc1ccc(Cl)cc1	109	3	11	3	38	101	-3	96
COc1ccccc1N1CCN(C(=O)c2cccc(S(=O)(=O)Nc3ccccc3F)c2)CC1	102	nt	-6	nt	2	100	10	98
O=S(=O)(Nc1ccc2cn[nH]c2c1)c1ccc(Cl)s1	87	-9	3	4	15	97	-8	103
COc1cccc(CN2C(=O)C3CCCN3c3ccc(S(=O)(=O)N4CCOCC4)cc32)c1 (stereo unspecified)	87	1	-9	13	-1	98	-2	95
CC(C)(C)NC(=O)C(c1ccc(F)cc1)N(Cc1ccco1)C(=O)c1csnn1 (stereo unspecified)	103	6	0	-2	0	106	0	105
Cc1cc(C(=O)N2CCC(C(=O)O)CC2)c(C(F)(F)F)o1	110	-8	4	0	-1	92	5	96
CCc1ccc(OCC(=O)NNC(=O)c2c(CC)noc2C)cc1	107	9	-6	8	-1	105	2	99
Cc1cc(OCC(=O)N(Cc2cccs2)C2CCS(=O)(=O)C2)ccc1Cl (stereo unspecified)	102	4	8	-2	8	101	-5	107
COc1ccc(N(C)S(=O)(=O)c2cccc(C(=O)OC(C)C(=O)NC3CCCCC3C)c2)cc1 (stereo unspecified)	102	-2	-6	-11	-3	96	6	94
COc1cccc(-c2cnc(NCc3cc(Cl)ccc3O)n2C)c1	109	5	-6	-5	23	99	7	98
Clc1ccc(-c2cc3ccccc3[nH]2)cc1	101	10	5	-4	91*	100	3	100
Cc1ccc(-c2cnc(NC(=O)c3cccc(Br)c3)s2)c(C)c1	96	-7	1	-4	-3	103	5	96
Cc1cccn2c(=O)c(/C=C(\C#N)C(=O)NC3CCS(=O)(=O)C3)c(Oc3ccccc3Cl)nc12 (stereo unspecified)	67[may fluoresce violet]	11	1	-1	2	234*[may fluoresce violet]	1	51[may fluoresce violet]
CC(C)(C)c1ccc(-c2nc3c(C#N)c(-c4ccc5c(c4)OCO5)ccn3n2)cc1	105	3	7	-4	1	106	9	102
O=C(CN1C(=O)COc2ccccc21)NCCCN1CCCC1	102	4	4	-3	0	100	3	100
CC(=O)Nc1ccc(/C=N/NC(=O)c2cc3ccccc3nc2C)cc1	96	2	-5	-10	3	103	-5	99
COc1ccccc1C(=O)Nc1nnc(S(=O)(=O)N(C)Cc2ccccc2)s1	113	-2	-4	10	15	101	0	97
C/C(=N\NC(=O)c1cc(C)oc1C)c1ccc(N2CCOCC2)cc1	105	7	-4	-4	16	103	7	101
O=C(CCC1CCCCC1)Nc1ccc(C(=O)c2ccncc2)cc1	111	-9	4	12	1	99	4	96
Cc1ccc(NC(=O)CN(C)C(=O)CSc2nc3ccccc3c(=O)n2Cc2ccco2)cc1	105	8	5	-8	10	106	0	105
Cc1ccc(NC(=O)CC(=O)Nc2ccc(C)cc2)cc1	102	-17	3	-1	33	126	9	93
Nc1cc(N)nc(SCCOc2ccccc2)n1	99	-6	-1	6	0	103	0	99
CCOc1ccc(NC(=S)N(CCN2CCOCC2)Cc2ccc3c(c2)CCCN3CC)cc1	91	-15	-13	0	5	98	-34	97
O=C(CSc1nnc(Cc2cccs2)n1-c1ccccc1)Nc1ccc2c(c1)OCCO2	91	5	-6	9	1	88	9	88
CCOC(=O)C1CCCN(C(=O)c2cc(S(=O)(=O)N3CCCCCC3)ccc2OC)C1 (stereo unspecified)	89	-8	-1	nt	-1	98	-2	91
O=C(c1ccc2nc(N3CCCCC3)sc2c1)N1CCN(c2ccccn2)CC1	104	7	1	3	9	110	11	96
CCCCNC(=O)c1onc(CSc2nc3ccccc3[nH]2)c1C(=O)NCCCC	107	-2	1	1	1	90	-7	92

16 of the compounds above, with two lines to a compound.
The line under a structure holds: LAP4-GFP MLPCN, ZTA DNA inh, proCasp3 act, EBNA-1 inh, AHR activator, MEP2 TOR yeast, procasp7 counter, RPL19A-GFP yeast
- S=C(NCc1ccc(Cl)cc1Cl)Nc1ccccc1
  108, 3, 2, 3, 0, 100, -2, 99
- CC1CCCCC1NC(=O)CCNC(=O)N1CC(=O)Nc2ccccc21 (stereo unspecified)
  102, 8, 13, 10, -1, 111, 6, 109
- CCC1C/C(=C/c2cccs2)C(=O)/C(=C/c2cccs2)C1 (stereo unspecified)
  105, -2, 0, 3, 36, 104, -25, 109
- Cc1ccc(SC(C)C(=O)N2CCCC2)cc1 (stereo unspecified)
  100, -7, 3, 2, -1, 96, 2, 97
- COc1ccc(NC(=O)C/C(C)=N/NC(=O)c2cnccn2)cc1
  99, 0, 4, 4, 11, 103, -4, 105
- CSc1ccccc1NC(=O)c1cnc2sc(C)cn2c1=O
  125, 8, 16, -1, 17, 107, 7, 100
- COc1ccccc1C(=O)NCCC(=O)N1CC(=O)Nc2ccccc21
  106, 0, 4, -1, 17, 101, 10, 102
- CCCN(CCC)CCCNC(=O)c1cn(-c2ccc(OC)cc2)c(=O)c2ccccc12
  98, -2, -10, -17, 0, 113, -1, 99
- COc1ccc(OC)c(CNc2ccc3c(c2)nc(C)n3C)c1
  84, 12, -4, -1, 22, 108, 4, 108
- CCOCCc1nnc(NC(=O)c2cc(OC)c(OC)cc2[N+](=O)[O-])s1
  94, -4, 5, -2, 0, 85, 3, 95
- Cc1nc(CC(=O)c2ccc(O)c(C)c2O)cs1
  103, 13, 6, 0, 1, 110, -2, 116
- COc1ccc(N2CCN(c3ncnc4c3nnn4Cc3ccccc3Cl)CC2)cc1
  106, 4, 2, 4, 0, 122, 9, 104
- Cc1ccc(C(=O)N/C(=C\c2ccc(Cl)cc2)C(=O)NCCCN2CCOCC2)cc1
  75, 15, 8, 1, -2, 106, 6, 101
- CCOc1ccc(/C=C2\SC(=S)N(N3C(=O)C4CC4C3=O)C2=O)cc1 (stereo unspecified)
  101, -18, -9, -7, 0, 110, -25, 96
- O=c1c2ccccc2nnn1CSc1ncnc2ccccc12
  118, 5, -6, -2, 10, 108, 9, 99
- Cc1sc2nc(SCC(=O)NCCCO)n(-c3ccccc3)c(=O)c2c1C
  95, 6, 1, 2, -3, 105, 15, 105
